# Source: PubChem BioAssay
# RBX1-CUL1 inh: human ROC1-CUL1 E3 ligase inhibition; AID 1347404; in vitro K48 di-Ub FRET, acceptor:donor ratio, 45 min; inhibition, % at 10 µM; 0.6% of 140,000 active; in the data active = inhibition above about 25%
# Target sequence (P62877 whole entry, looked up): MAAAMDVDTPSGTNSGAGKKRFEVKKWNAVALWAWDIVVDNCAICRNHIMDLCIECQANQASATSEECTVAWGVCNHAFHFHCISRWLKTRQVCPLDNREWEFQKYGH
# Target sequence (Q13616 whole entry, looked up): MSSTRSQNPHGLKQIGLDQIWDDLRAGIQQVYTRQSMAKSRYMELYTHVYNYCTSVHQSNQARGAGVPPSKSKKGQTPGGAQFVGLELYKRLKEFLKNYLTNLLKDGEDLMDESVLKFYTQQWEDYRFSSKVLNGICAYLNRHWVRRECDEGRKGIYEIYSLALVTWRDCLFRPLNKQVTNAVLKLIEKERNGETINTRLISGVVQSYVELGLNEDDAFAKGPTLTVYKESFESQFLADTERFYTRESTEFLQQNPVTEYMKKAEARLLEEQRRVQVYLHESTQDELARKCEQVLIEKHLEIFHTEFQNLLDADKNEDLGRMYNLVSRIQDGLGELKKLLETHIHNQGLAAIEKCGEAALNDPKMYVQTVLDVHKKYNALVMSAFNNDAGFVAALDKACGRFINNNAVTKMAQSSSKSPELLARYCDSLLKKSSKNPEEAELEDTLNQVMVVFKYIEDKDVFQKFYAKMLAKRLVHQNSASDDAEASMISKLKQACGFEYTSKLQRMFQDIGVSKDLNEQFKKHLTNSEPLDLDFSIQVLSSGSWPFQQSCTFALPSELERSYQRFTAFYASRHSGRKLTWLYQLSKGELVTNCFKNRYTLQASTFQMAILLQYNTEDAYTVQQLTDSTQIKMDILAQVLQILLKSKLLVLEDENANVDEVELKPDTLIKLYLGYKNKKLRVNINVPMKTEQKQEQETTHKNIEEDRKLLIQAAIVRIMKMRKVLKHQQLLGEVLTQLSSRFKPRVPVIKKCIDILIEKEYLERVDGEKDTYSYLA
# Starred values were filed as active, the others as inactive. A portion of the library, so the mix of outcomes need not match the whole.
SMILES | RBX1-CUL1 inh
O=C(NC1(C(F)(F)F)C(=O)N=C2C1C(=O)NC(=O)N2c1ccc(Cl)cc1)c1ccccc1F (stereo not given) | -11
COc1cc(OC)c(C(=O)Nc2ccc(Cl)cc2)cc1OC | 0
COc1ccccc1N1CCN(C(=O)c2ccc(N(Cc3ccc(Cl)cc3)S(C)(=O)=O)cc2)CC1 | 13
COc1cc(CNCc2ccc(Cl)s2)ccc1OCC(O)CN1CCOCC1 (stereo not given) | -8
C#CCOc1ccc(C2CC(=O)Nc3c2c(C)nn3-c2nc(C)cc(C)n2)cc1 (stereo not given) | 0
COc1ccc(OC)c(NS(=O)(=O)c2ccccc2[N+](=O)[O-])c1 | -6
CCCN(CC1CCCO1)C(=O)CC1(c2ccccc2)CC(=O)N(Cc2cccs2)C1=O (stereo not given) | 8
O=C1NN(c2ccc(Cl)c(Cl)c2)C(=O)/C1=C\c1ccc(-c2ccc(Br)cc2C(=O)O)o1 | 71*
CCOc1cccc(C(=O)Nc2c(C)nn(CC)c2C)c1 | -2
O=S(=O)(N=C(Nc1ccccc1)C(Cl)(Cl)Cl)c1ccccc1 | 4
COC(=O)CCC(=O)NC1CCCc2c1cnn2-c1ccc(C)c(C)c1 (stereo not given) | -3
CC(C)c1nc2cc(C(=O)NCC(C)(C)N3CCOCC3)ccc2o1 | 3
Cc1ccc(Nc2c(Cl)c(Cl)nc(Cl)c2C(F)(F)F)cc1 | -7
O=C(CSc1nnc(-c2cccs2)o1)Nc1cccc(C(F)(F)F)c1 | -5
COc1ccc(CC(=O)c2ccc(OC)c(OC)c2C)cc1OC | -16
COc1cc(S(=O)(=O)Nc2ccccc2C)ccc1Cl | 0
O=C1c2ccccc2NC(c2ccc(OCc3c(F)cccc3Cl)cc2)N1c1ccc(Cl)cc1 (stereo not given) | 4
Cc1oc(-c2cccc(NC(=O)c3ccncc3)c2)nc1CNC(=O)c1c(-c2ccccc2)noc1C | -2
Cc1ccc(S(=O)(=O)N2CCN(C(=O)C3CCCC3)CC2)cc1 | -1
Cc1ccc(C)c(Nc2nc(Cl)nc(N3CCOCC3)n2)c1 | -8
CCOc1ccc(C(=O)NCCc2csc(-c3cccc(C)c3)n2)cc1 | 4
CCOC(=O)c1cccc(NCN2C(=O)c3ccccc3C2=O)c1 | -9
Cc1cc(C(=O)N2CCN(c3ccc(F)cc3)CC2)c2c(C)nn(-c3cccc(Cl)c3C)c2n1 | 6
COCCNC(=O)CCC1CCN(C(=O)NC2CCCCC2)CC1 | 7
COc1cc(OC)c(/C=C2\SC(=O)N(Cc3ccc(F)cc3)C2=O)cc1Br | -7
Cc1ccccc1OCCSc1nnc(C)n1-c1ccccc1 | 10
CCc1ccc(Nc2ncnc3c2cnn3Cc2ccc(C)cc2)cc1 | 2
O=C(NC1c2ccccc2-c2ccccc21)N1CCOCC1 | 5
O=C(NCc1cccnc1)C1CCN(C2CCN(CC3CC=CCC3)CC2)CC1 (stereo not given) | 8
COc1cccc(CCC2CCCN(C(=O)c3csc(C(C)=O)c3)C2)c1 (stereo not given) | -2
CC(C)COc1ccc(C/C(N)=N/n2cnnc2)cc1 | 0
COc1ccc(S(=O)(=O)Nc2ccc3c(c2)N(C(C)=O)CCC3)cc1F | 4
CCCOc1ccc(CNC(=O)c2cc3ccccn3n2)cc1 | -2
COC(=O)C(OC)(OC)C(c1ccccc1)C(C#N)S(=O)(=O)c1ccccc1 (stereo not given) | 4
Cc1nnc2c(N(C)C)nc3ccccc3n12 | -5
Cn1c(SCCOc2ccccc2Cl)nnc1-c1ccco1 | -2
Cc1nn(-c2ccccc2)c2ncc(C(=O)c3cc(Cl)ccc3O)cc12 | 6
CCC(C)(C)C1C/C(=C\c2cccs2)C(=O)/C(=C/c2cccs2)C1 (stereo not given) | -14
Cc1csc(SCC(=O)N2CCC(C(Cc3ccc(F)cc3F)N(C)C(=O)C3CC3)CC2)n1 (stereo not given) | -4
CCNC(=O)c1cn(CC(C)C)cc(C(=O)NCc2cccc(C)c2)c1=O | 15
CCOC(=O)C1CCN(Cc2ccoc2)CC1 | -8
O=c1c2c(-c3ccccc3)csc2nc2c3ccccc3c(NCCO)nn12 | 8
O=C(NNc1cccc(Cl)n1)c1cn2cc(C(F)(F)F)cc(Cl)c2n1 | 8
Cn1ccnc1CN1CCCC1C(=O)Nc1cccc(-c2ccc(F)cc2)c1 (stereo not given) | 7
Cc1nnc(SCC(=O)NC2CCCCC2C)n1N (stereo not given) | 0
CCCc1cc2c(=O)c(-c3ccc4c(c3)OCCO4)coc2cc1OC(=O)c1cccs1 | 0
CCc1ccccc1S(=O)(=O)Cc1ccc(C(=O)NCCc2ccc(C)cc2)o1 | 1
CC(C)Oc1ccc(N2CC(C(=O)N3CCOCC3)CC2=O)cc1 (stereo not given) | -4
O=C(CCn1c(=O)c2cccn2c2cccnc21)NCc1ccc(F)cc1 | -5
CC(=O)Nc1ccnn1C1CCN(C(=O)C2=CCCCC2)CC1 | 6
Nc1nc(=O)[nH]nc1Nc1ccc(O)cc1 | -4
CCN1c2ccccc2C(C)=CC1C(Cl)(Cl)Cl (stereo not given) | -13
CCn1c2ccccc2c2cc(NC(=O)C(C)Oc3ccccc3)ccc21 (stereo not given) | -3
CCc1ccc(C(=O)N2CCN(c3ccc(NC(=O)c4ccco4)cc3)CC2)cc1 | -1
COc1ccc(S(=O)(=O)Nc2c(C)nc3nc[nH]n3c2=O)cc1 | 2
CCC1CC=C2C(C#N)C(=N)C(C#N)(C#N)[C@H](c3cc(OC)ccc3OC)[C@H]2C1 (stereo not given in full) | -3
Cc1cc(Cl)ccc1OCC(O)CN1CCN(c2cccc(Cl)c2)CC1 (stereo not given) | -7
Cc1ccc(S(=O)Cc2ccc(C(=O)NCc3ccc(OC(C)C)cc3)o2)cc1 (stereo not given) | 4
Nc1n[nH]c2c(Cl)c3nnc(-c4ccccc4Br)n3c(Cl)c12 | 5
CCCc1cc(CNC(=O)c2ccc(N3CCOCC3)nc2)on1 | -4

# Following part.
SMILES | RBX1-CUL1 inh
Nc1nc(Sc2ncccn2)c(C(=O)O)cc1[N+](=O)[O-] | 6
COC1(OC)OC(c2ccccc2)=C(C#N)C(c2ccccc2)C1(OC)OC (stereo not given) | 15
CC(C)NC(=O)C1CCCN(C2CCN(c3nc4ccccc4o3)CC2)C1 (stereo not given) | 8
CC(=O)Nc1ccc(S(=O)(=O)Nc2c(C)cccc2C(C)C)cc1 | -3
CCOC(=O)c1c(-c2ccc(C(C)(C)C)cc2)csc1NC(=O)CN1CCOCC1 | -11
Cc1cccc(Cn2c(C)c(CNC3CCCCCC3)c(C(=O)O)c2C)c1 | 2
Cc1c(C(=O)N2CCCCCC2)c(S(=O)(=O)Nc2cccc(C#N)c2)c(C)n1C | -2
Cc1ccc(N2CCC(=O)C3C(=O)Oc4ccccc4C32)cc1 (stereo not given) | 3
COC(=O)C1=C(C)N(C)C(=O)NC1c1cc2c(cc1Cl)OCO2 (stereo not given) | -5
CCOc1ccc(NC(=O)Cn2cc(C(=O)C3CC3)c3ccccc32)cc1 | 7
N#Cc1c(NC(=O)CC23CC4CC(CC(C4)C2)C3)sc2c1CCCC2 | -8
c1ccc(COc2ccccc2CNCc2cccnc2)cc1 | -14
CN(c1ccccc1)S(=O)(=O)c1csc(C(=O)O)c1 | 6
COc1cc2sc(NC(=O)c3ccco3)nc2cc1Cl | 2
COc1cc(C)ccc1OCCCn1c(-c2ccc(Cl)cc2)nc2ccccc2c1=O | 3
CCOC(=O)C1=C(C)Nc2nc(C)nn2C1c1cccnc1 (stereo not given) | 10
OCc1ccccc1CN1CCCCCC1 | -8
CCC(=O)c1ccc(-c2ccc(Br)cc2F)cc1 | 1
CCn1c2c(c3cc(C)ccc31)CCCC2=O | -13
Cc1ccc(C(=O)COC(=O)CCC(=O)Nc2ccc(Oc3ccccc3)cc2)cc1C | -5
CC(C)(Oc1ccc(Cl)cc1)C(=O)NNC(=O)c1ccc(Br)o1 | -7
O=C(COc1cccc2ccccc12)NNC(=O)C1CC1 | -2
Cn1ccnc1CN1CCc2[nH]nc(-c3cccc(F)c3)c2C1 | 9
O=C1C(C=NC2CCCCCCC2)C(c2ccccc2)=NN1c1nc2ccccc2s1 (stereo not given) | 3
Cc1ccc(-n2nnc(C(=O)Nc3ccc(-n4nncc4C)cc3)c2C)cc1C | 2
CCOc1ccc(N2CC(c3nc4ccccc4n3CCC3CCCCC3)CC2=O)cc1 (stereo not given) | 6
CCOC(=O)CN1C(=S)N(c2ccccc2)C(=Nc2ccccc2)C1=Nc1ccccc1 | 1
C=CCOc1ccc(C(=O)C2C(=O)C(=O)N(CCCOC)C2c2ccc(C(C)(C)C)cc2)cc1 (stereo not given) | 8
CCCN=C1S/C(=N\N=C\c2ccccc2O)N(c2ccc(F)cc2)C1=NCCC | 9
CCc1ccccc1NC(=O)CN(c1cccc(C)c1C)S(C)(=O)=O | 5

# As a working copy, part of the list above:
SMILES | RBX1-CUL1 inh
O=C1C(C=NC2CCCCCCC2)C(c2ccccc2)=NN1c1nc2ccccc2s1 (stereo not given) | 3
Cc1ccc(-n2nnc(C(=O)Nc3ccc(-n4nncc4C)cc3)c2C)cc1C | 2
CCOc1ccc(N2CC(c3nc4ccccc4n3CCC3CCCCC3)CC2=O)cc1 (stereo not given) | 6
CCOC(=O)CN1C(=S)N(c2ccccc2)C(=Nc2ccccc2)C1=Nc1ccccc1 | 1
C=CCOc1ccc(C(=O)C2C(=O)C(=O)N(CCCOC)C2c2ccc(C(C)(C)C)cc2)cc1 (stereo not given) | 8
CCCN=C1S/C(=N\N=C\c2ccccc2O)N(c2ccc(F)cc2)C1=NCCC | 9
CCc1ccccc1NC(=O)CN(c1cccc(C)c1C)S(C)(=O)=O | 5

# By substructure: the compounds so far containing a tert-butyl group (two)
SMILES | RBX1-CUL1 inh
CCOC(=O)c1c(-c2ccc(C(C)(C)C)cc2)csc1NC(=O)CN1CCOCC1 | -11
C=CCOc1ccc(C(=O)C2C(=O)C(=O)N(CCCOC)C2c2ccc(C(C)(C)C)cc2)cc1 (stereo not given) | 8

# (continued)
SMILES | RBX1-CUL1 inh
CSC1=NC(c2cc(Br)ccc2NC(C)=O)C(=O)NN1 (stereo not given) | 2
O=C1S/C(=C\c2ccc(O)c(I)c2)C(=O)N1c1cccc(Cl)c1 | 6
NNC(=O)c1ccc(COc2ccc(I)cc2)cc1 | -4
COc1cc(-c2nc(S(=O)(=O)c3ccc(C)cc3)c(NCc3ccccc3)o2)cc(OC)c1OC | 6
CCOc1cnn(-c2cc(Oc3ccc(C)cc3)nc(C)n2)c(=O)c1Cl | -1
Cc1c(Br)c(C(=O)Nc2ccc(S(=O)(=O)Nc3ccc(Cl)nn3)cc2)nn1C | -9
COCCCNc1oc(-c2ccc(COc3ccccc3C)o2)nc1C#N | -2
CCC(Sc1nnc(C)n2c1cc1occc12)C(=O)Nc1ccccc1F (stereo not given) | -3
COC(=O)c1ccccc1NC(=O)CCC(=O)N1CC(C)Sc2ccccc21 (stereo not given) | -5
CCOC(=O)c1c(NC(=O)CSc2nc(-c3ccco3)cc(C(F)(F)F)n2)sc(C)c1C | 10
CNC(=O)c1ccc(N2CCOCC2)cc1 | 4
CCOC(=O)C1(CCOC)CCN(Cc2cnn(C)c2)CC1 | 7
CCC(Nc1cccc2ccccc12)C(=O)N/N=C/c1cc(OC)ccc1O (stereo not given) | 2
COC(=O)c1cn(CC(=O)N2C(C)CCCC2C)c2ccccc12 (stereo not given) | -8
Cc1ccc(C2CC(C)Sc3ccccc3N2)cc1 (stereo not given) | 10
CCOc1ccc(N2CC(=O)N/C2=N\c2nc(C)cc(C)n2)cc1 | -8
O=c1[nH]c(-c2ccccc2)nc(O)c1[N+](=O)[O-] | -3
COc1cc(Nc2nc3ccc(Cl)cc3nc2-n2nc(C)cc2C)cc(OC)c1 | -9
COCCN1C(=O)/C(=C/c2ccc(-c3ccc(C(=O)O)c(Cl)c3)o2)SC1=Nc1ccccc1 | 2
Cc1sc(=NC(=O)c2cccnc2)n(C)c1-c1ccccc1 | 9
COc1cc(NC(=O)CCNC(=O)Cn2cnc3ccccc3c2=O)cc(OC)c1OC | 6
CCc1cc2c(C)cc(=O)oc2c2ccoc12 | 12
C=Cc1ccc(Cn2c(C)c(CNCc3cccc(Br)c3)c(C(=O)O)c2C)cc1 | 7
O=C1CCCC2=C1C(c1ccc(Cl)cc1)N1C(=O)CCSC1=N2 (stereo not given) | 1
COc1ccc(C(=O)NC(C)(C)C)cc1S(=O)(=O)N1CCCCC1 | 10
Oc1c(Br)cc(Br)cc1C=Nc1ccc2[nH]ncc2c1 | 0
Cc1cc(=O)oc2c(C3=Nc4ccccc4SC(c4ccco4)C3)c(O)ccc12 (stereo not given) | 5
Nc1c(C(=O)Nc2ccccc2)sc2nc(-c3ccccc3)cc(-c3ccc(F)cc3)c12 | -13
CNC(=O)c1nnsc1Sc1c(C(=O)NC)nnn1C(C)C | 9
COc1ccccc1N(CC(=O)NC1CC2CCC1C2)S(C)(=O)=O (stereo not given) | -7
Cc1nc2c(c(C)nn2-c2ccccc2)c(C)c1CCC(=O)Nc1ccccc1 | 10
CCOC(=O)N1CCN(CC(O)c2ccc(F)cc2)CC1 (stereo not given) | 15
CCCN1CCc2c(sc(NC(=S)NC(=O)c3ccccc3)c2C#N)C1 | 7
CC1(C)Oc2cc(I)c([N+](=O)[O-])cc2O1 | -4
CC1=CC(=O)C(C(c2ccccc2)N2CCN(C)CC2)C(=O)N1Cc1ccco1 (stereo not given) | -1
Cc1nnc(SCC(=O)Nc2ccc(Br)cc2)[nH]c1=O | -9
Cc1n[nH]c(=S)c2nn(-c3ccccc3F)c(C)c12 | 1
CC(C)(C)c1cc([N+](=O)[O-])ccc1O | 1
Nn1c(SCc2cc(F)c(F)cc2Cl)nnc1-c1ccccc1 | 0
O=C(OCc1cc(=O)n2nc(-c3cccs3)sc2n1)c1ccccc1Br | -2
O=C(c1ccc(CNS(=O)(=O)c2ccc(F)c(Cl)c2)cc1)N1CCCCC1 | 4
COc1ccc(C(=O)N/N=C/c2ccc(OC)c(Cl)c2)cc1 | -4
